RNase H inhibition – RNase H inhibition, HIV 1 Gag Pol polyprotein, FRET biochemical assay, screening (AID 372) | HIV-1 RT RNase H, FRET RNA/DNA substrate fluorescence; higher % means a stronger effect | one-dose inhibition, % at 10 µM; IC50 in µM for titrated hits | 100,000 tested, 0.77% active; in the data active = inhibition above about 50%
* hit, by the source's call. This is a subset; count on the stated rates, not on these rows.

SMILES,RNase H inhibition
COc1ccc(/C=N/Nc2nc(C)cc(C)n2)cc1OC,10.0%
COc1ccc(C2CC(=O)C3=C(C2)NC(C)=C(C(=O)OC(C)C)C3c2ccncc2)cc1 (stereo not given),1.0%
COc1ccccc1NC(=O)COc1ccc(C)cc1C,22.0%
O=C(/C=C/c1ccc(-c2ccccc2Br)o1)c1ccc(Cl)cc1,13.0%
COc1ccc(C(C)NC(=O)c2cccc([N+](=O)[O-])c2)cc1OC (stereo not given),0.0%
O=C(Nc1ccc(Cl)cn1)c1cccc2c(Br)cccc12,12.0%
O=C(COc1ccc(Cl)cc1Cl)N/N=C/CCc1ccccc1,5.0%
O=C(NC(=S)Nc1cccc(NC(=O)c2ccco2)c1)c1ccc(Cl)cc1,5.0%
O=C(NCC1CCCO1)c1cc(-c2ccc(Cl)cc2)nc2ccccc12 (stereo not given),3.0%
CNC(=O)c1cc2c(C)nn(-c3ccccc3)c2s1,5.0%
COc1cc(OC)c([N+](=O)[O-])cc1/C=C1/C(C)=C(C#N)c2nc(N)c(C#N)c(C)c21,19.0%
COc1ccc(CN=Cc2c(-c3ccccc3)[nH]n(-c3nc4ccccc4s3)c2=O)cc1,5.0%
C=CCNC(=O)c1ccccc1C(=O)c1ccccc1,5.0%
CCN(CC)S(=O)(=O)c1ccc(C)c(C(=O)O)c1,7.0%
O=C(O)c1cc(-c2ccc3c(c2)OCO3)nc2ccc(Br)cc12,4.0%
C=CCc1cccc(/C=N/c2nc3ccccc3n2CCC)c1O,17.0%
O=C(Nc1ccccc1Br)NS(=O)(=O)c1ccccc1Cl,9.0%
Cc1ccc([N+](=O)[O-])cc1NC(=O)COc1cccc(C)c1C,5.0%
CCOc1ccc(-c2cc(C(=O)Nc3c(C)cccc3CC)c3ccccc3n2)cc1,18.0%
Cc1ccc(NC(=S)NC(=O)/C=C/c2ccccc2)c(C)c1,0.0%
Cc1ccc(C)c(-c2csc(N3N=C(c4cccc([N+](=O)[O-])c4)CC3c3ccc(F)cc3)n2)c1 (stereo not given),12.0%
COc1ccc(NC(=O)OCCOc2c(Cl)cc(Cl)cc2Cl)cc1Cl,11.0%
COc1ccc(NC(=O)C(=O)NCc2ccc(C)cc2)c(OC)c1,0.0%
COc1ccc(C2CC(C(F)(F)F)n3nc(C(=O)Nc4cc(C(F)(F)F)ccc4Cl)c(Cl)c3N2)cc1OC (stereo not given),0.0%
Clc1ccc(-n2ncnc2-c2cccc(Cl)c2)cc1,8.0%
O=C(NC1CCS(=O)(=O)C1)/C(NC(=O)c1ccccc1)=C(/Sc1ccccn1)c1ccccc1 (stereo not given),0.0%
CCC(C(=O)N1CC(C)OC(C)C1)c1ccccc1 (stereo not given),13.0%
COc1ccc(/C=C2\C(=O)NC(=O)N(c3ccccc3C)C2=O)c(OC)c1OC,21.0%
CCc1ccc(NC(=S)NC(=O)c2ccccc2C)cc1,11.0%
O=C(Nc1ccc(-c2nc3ccccc3o2)c(O)c1)c1ccc(-c2ccc([N+](=O)[O-])cc2)o1,35.0%
O=C1S/C(=C\c2ccc(O)cc2)C(=O)N1c1ccc(O)cc1,20.0%
CC(=O)C1=C(O)C(=O)N(CC2CCCO2)C1c1ccc([N+](=O)[O-])cc1 (stereo not given),1.0%
CC(C)OC(=O)c1c(NC(=O)c2ccc(Br)o2)sc2c1CCCCC2,12.0%
CCN(CC)c1ccc(C2C(C#N)=C(N)N(c3ccc(Br)cc3)C3=C2C(=O)CC(C)(C)C3)cc1 (stereo not given),12.0%
O=C(/C=C/c1ccccc1)N1CCN(c2ccccc2)CC1,0.0%
CCOc1ccccc1-n1sc2c(c1=S)-c1cc(C)ccc1NC2(C)C,36.0%
CC1=C(C(=O)Nc2cc(Cl)ccc2C)C(c2ccc(N(C)C)cc2)NC(=S)N1 (stereo not given),0.0%
O=C(/C=C1\SC(=O)NC1=O)Nc1ccccc1O,13.0%
COc1ccc(CCN=C(Nc2ccccc2)SC2CC(=O)N(c3ccccc3)C2=O)cc1 (stereo not given),6.0%
Brc1ccc(/C=N/N2CCN(c3ccccn3)CC2)cc1,18.0%
COC(=O)CC1(C)NN=C(c2ccccc2)S1 (stereo not given),5.0%
O=C(/C=C\Nc1cccc([N+](=O)[O-])c1)c1ccc2c(c1)OCO2,5.0%
Cn1c(O)c(N=Nc2ccccn2)c2cc(Br)cc(Br)c21,11.0%
COc1cc(/C=C2\NC(=S)NC2=O)ccc1O,0.0%
CCOc1ccc(-n2c(O)c(C=NC(C)(CO)CO)c(=O)[nH]c2=O)cc1,6.0%
COc1cccc(N/C=C(\C#N)c2nc(-c3ccc(CC(C)C)cc3)cs2)c1,21.0%
CC(C)(C)NC(=O)C(=O)N/N=C/c1cccc(Br)c1,4.0%
Cc1nccn1S(=O)(=O)c1cc(Cl)ccc1Cl,3.0%
CCOC(=O)C1=C(O)/C(=C\c2cccc([N+](=O)[O-])c2)SC1=Nc1ccc(OC)cc1,11.0%
CC1CC(C)CN(C(=O)c2ccc(Cl)cc2Cl)C1 (stereo not given),0.0%
Cc1cc(C)n2nc(-c3cccc(Br)c3)cc2n1,8.0%
Nc1ccc(N2CCN(C(=O)c3ccccc3)CC2)cc1,15.0%
Cc1ccc(-c2nc(NC(=O)c3ccc(Cl)cc3Cl)sc2-c2ccc([N+](=O)[O-])cc2)c(C)c1,7.0%
CC1=C(C(=O)OCCOc2ccccc2)C(c2cccc(Cl)c2)C2=C(CCCC2=O)N1 (stereo not given),16.0%
O=C1N=c2ccccc2=C1c1sc(Nc2cccc(Cl)c2Cl)nc1O,29.0%
CCOc1cccc(N2C(=O)/C(=C/c3ccc(-c4ccc(F)cc4)o3)C(=O)NC2=S)c1,21.0%
O=C(c1nn2c(c1Cl)NC(c1cccs1)CC2C(F)(F)F)N1CCN(C(c2ccccc2)c2ccccc2)CC1 (stereo not given),1.0%
Oc1[nH]c2ccc(F)cc2c1N=Nc1ccccn1,7.0%
Cn1cc(C(=O)N/N=C/c2ccccc2)ccc1=O,7.0%
CCCCOc1ccc(C(=O)NCC(C)c2ccccc2)cc1 (stereo not given),10.0%

New compounds follow:
SMILES,RNase H inhibition
Cc1ccc(C(O)(c2ccccc2)c2cnc(C(C)C)n2C)cc1 (stereo not given),0.0%
CC(Oc1ccccc1)C(=O)NC1CCSC1=O (stereo not given),4.0%
CCN(CC)c1ccc(NC(=O)c2cccc(Cl)c2Cl)cc1,16.0%
O=C(/C=C/c1ccc([N+](=O)[O-])cc1)NCCSc1ccccc1,2.0%
O=C(c1cc(-c2cccs2)nc2ccccc12)N1CCN(c2ccccc2)CC1,7.0%
CN(C(=O)c1cc([N+](=O)[O-])ccc1Cl)c1ccccc1,11.0%
COc1ccc(CCN2C(=O)/C(=C/c3sccc3C)SC2=S)cc1OC,3.0%
C=CCN1C(=O)C(=O)/C(=C(/O)c2ccc(Cl)cc2)C1c1ccccc1 (stereo not given),0.0%
COc1ccc(OC)c(S(=O)(=O)n2ccnc2C(C)C)c1,5.0%
NC(=O)c1ccc(N=Cc2cccc(O)c2O)cc1,7.0%
CCOC(=O)C1=NN(C(=O)c2cccc([N+](=O)[O-])c2)C(O)(c2ccc(Cl)cc2)C1 (stereo not given),12.0%
Cc1c(Cl)c([N+](=O)[O-])nn1CC(=O)NCCCn1ccnc1,0.0%
O=[N+]([O-])c1ccccc1C=NN1CCN(Cc2ccccc2)CC1,9.0%
COc1ccc(C2CC(c3ccc(Cl)cc3)=NN2c2ccc(Cl)c(Cl)c2)c(OC)c1 (stereo not given),12.0%
CCOC(=O)c1c(NC(=O)Cc2ccc(OC)cc2)sc2c1CCN(C(=O)OCC)C2,50.0%*
CCOC(=O)c1cnc2cc(-c3ccc(I)cc3)[nH]n2c1=O,4.0%
O=C(N/N=C/c1cc(Br)ccc1O)c1cc(Br)cc(Br)c1O,5.0%
CCOc1ccc(/C=C2\SC(=S)N(CCC(=O)Nc3ccc(O)c(C(=O)O)c3)C2=O)cc1,17.0%
CC(C)c1nnc(NC(=O)c2cccc(Br)c2)s1,11.0%
CCCOc1cccc(NC(=O)c2cc(CC(C)C)oc2C)c1,5.0%
CCOCCOC(=O)C1=C(C)NC2=C(C(=O)CC(c3cccs3)C2)C1c1ccc(OC)cc1 (stereo not given),2.0%
Cc1sc(NC(=O)c2ccc(F)cc2)c(C(N)=O)c1C,8.0%
CCOC(=O)C(CCCOc1cccc(C)c1)C(=O)OCC,10.0%
COc1cccc(OCCNC(=O)Nc2cc(F)c(F)cc2Cl)c1,6.0%

Compounds shown so far with a COOH group:
SMILES,RNase H inhibition
CCN(CC)S(=O)(=O)c1ccc(C)c(C(=O)O)c1,7.0%
O=C(O)c1cc(-c2ccc3c(c2)OCO3)nc2ccc(Br)cc12,4.0%
CCOc1ccc(/C=C2\SC(=S)N(CCC(=O)Nc3ccc(O)c(C(=O)O)c3)C2=O)cc1,17.0%

The list goes on.
SMILES,RNase H inhibition
CCCC(=O)Nc1ccc(NC(=O)c2ccc([N+](=O)[O-])o2)cc1,2.0%
COCCOC(=O)C1=C(C)NC2=C(C(=O)CCC2)C1c1ccc(Cl)c([N+](=O)[O-])c1 (stereo not given),15.0%
COc1ccc(NC(=S)NC(C)(C)C)cc1,0.0%
COc1ccc(CNc2ccc(C)c(C)c2)c(OC)c1,7.0%
COc1ccc(CC(=O)Nc2ccc(S(=O)(=O)Nc3nc(C)cc(C)n3)cc2)cc1,6.0%
CCOC(=O)C1=CN(c2ccc(OCC)cc2)C=C(C(=O)OCC)C1c1ccccc1F,9.0%
CC(=O)c1ccc(N2C(=O)C3C4C=CC(CC4)C3C2=O)cc1 (stereo not given),0.0%
CC(=O)c1c(C)n(-c2ccccc2)c2ccc(OC(=O)c3ccccc3)cc12,23.0%
Cc1ccc(CN2C(=O)C(C)(C)Nc3ccccc32)c(C)c1,13.0%
Brc1ccc(SCCc2ccccn2)cc1,0.0%
O=C1/C(=C/c2ccc(-c3ccc(Cl)cc3Cl)o2)SC(=S)N1CC1CCCO1 (stereo not given),8.0%
COc1ccc(NC(=O)/C=C/c2ccc3c(c2)OCO3)cc1,15.0%
Cc1cc(C)cc(NC(=O)C(=O)NCc2ccccc2)c1,4.0%
CCOc1ccccc1NC(=O)CN(c1ccc(Br)cc1)S(C)(=O)=O,2.0%
O=C1/C(=C/c2ccc([N+](=O)[O-])o2)SC(=S)N1Cc1ccccc1,8.0%
Cc1ccc(/C=C2\SC(=Nc3ccc(O)cc3)NC2=O)cc1,14.0%
COc1cc(NC(=O)c2c(-c3c(F)cccc3Cl)noc2C)c(OC)cc1Cl,17.0%
CCCCOc1ccccc1C1Nc2ccccc2NC2=C1C(=O)CC(c1ccc(OC)c(OC)c1)C2 (stereo not given),20.0%
COc1ccc(CN2CCN(C(=O)c3cccc(OC)c3OC)CC2)c(OC)c1,8.0%
CCn1c2ccccc2c2cc(CN3CCN(C(=O)c4ccc(OC)c(OC)c4)CC3)ccc21,10.0%
Cc1c(Cl)ccc2c1=NC(=O)C=2c1[nH]c(=S)[nH]c1O,16.0%
COc1cc(C(=S)N2CCOCC2)ccc1OC(=O)c1ccc([N+](=O)[O-])cc1,10.0%
Cc1ccnc(NS(=O)(=O)c2ccccc2)c1,7.0%
O=C(Nc1nc2ccc(Br)cc2s1)c1ccc(S(=O)(=O)N2CCCCC2)cc1,18.0%
COc1ccc(CN2CCN(Cc3cccnc3)CC2)c(OC)c1OC,5.0%
O=C(O)c1ccc(-c2ccc(-c3nc4sc5c(c4c(=O)[nH]3)CCCC5)o2)cc1,0.0%
CC1CN(C(=O)CCN2C(=O)c3ccccc3C2=O)CC(C)O1 (stereo not given),0.0%
Cc1ccccc1OCCOc1ccc(Cl)cc1/C=N/n1cnnc1,27.0%
COc1ccc(-c2cc(-c3cc(Cl)ccc3O)[nH]n2)cc1,14.0%
CCc1cc(=O)oc2cc(C)cc(O)c12,0.0%
CCOc1cccc(OCCOCCOc2cccc(C(F)(F)F)c2)c1,18.0%
O=C1c2ccccc2/C(=N/Nc2ccc([N+](=O)[O-])cc2)C1c1cc(Br)ccc1[N+](=O)[O-] (stereo not given),33.0%
CC1(C)CC(=O)C2=C(C1)c1c(ccc3ccccc13)NC2c1ccccc1C(F)(F)F (stereo not given),12.0%
C=CCc1cc(/C=C2\C(=O)NC(=O)N(c3ccc(Br)cc3)C2=O)cc(OC)c1OC,14.0%
COc1ccccc1OCCCCOc1ccc(C)cc1Cl,19.0%
Cc1cccc(C(=O)Nc2ccc3c(c2)oc2ccccc23)c1,11.0%

Reprinted at random: three compounds from above
SMILES,RNase H inhibition
O=C(N/N=C/c1cc(Br)ccc1O)c1cc(Br)cc(Br)c1O,5.0%
COC(=O)CC1(C)NN=C(c2ccccc2)S1 (stereo not given),5.0%
CCn1c2ccccc2c2cc(CN3CCN(C(=O)c4ccc(OC)c(OC)c4)CC3)ccc21,10.0%

(further entries)
SMILES,RNase H inhibition
Cc1cccc(C(=O)Nc2sc3c(c2C(=O)N2CCOCC2)CCCC3)c1,10.0%
Cc1ccccc1/C=N/n1c(-c2ccc(C(C)(C)C)cc2)n[nH]c1=S,5.0%
CC1S/C(=N/N=C/c2ccc(Cl)cc2)NC1=O (stereo not given),2.0%
O=C(c1cc2nc(-c3ccco3)cc(C(F)(F)F)n2n1)N1CCN(c2ccc(F)cc2)CC1,9.0%

Screening data from PubChem BioAssay.
